DAX1 inh-1: NR0B1 (DAX1) inhibition. 340,000 tested, 0.99% active. P51843. inhibition, % at 6.75 µM. AID 504766. HEK293 Gal4-DAX1 luciferase reporter, luminescence;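 active = inhibition above the mean over all tested compounds plus 3 SD, cut at about 4.2% in these data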;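 note: 0% = DAX1-transfected cells with DMSO and 100% = empty-vector control cells with DMSO; inhibition shows as a rise in luminescence from relieved DAX1 repression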
DAX1 inh-2: blocks DAX1 repression of SF-1 activated StAR promoter | HEK293T StAR-luciferase reporter, SF-1/DAX-1 repression relief | inhibition, % at 6.8 µM | 370,000 tested, 1.1% active | AID 652010;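 active = inhibition above the mean over all tested compounds plus 3 SD, cut at about 3.6% in these data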;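 note: 0% = DAX-1 cells with DMSO and 100% = cells lacking DAX-1 with DMSO; higher inhibition means more luminescence from relief of DAX-1 repression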
SMARCA2 activ: increases SMARCA2 function in MMTV reporter cells | AID 652017 | activation, % at 9.1 µM | MG213 cells, MMTV-luciferase reporter, dexamethasone, overnight | 370,000 tested, 1% active; in the data active = activation above about 7.8%;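 note: 0% = vehicle wells and 100% = reference activator wells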
HGIII-sPLA2 inh: Inhibits HGIII-sPLA2 liposome hydrolysis, primary screen. Q9NZ20. inhibition, % at 12.2 µM. AID 743126. QFRET BODIPY PC-A2 liposome hydrolysis, fluorescence. 370,000 tested, 0.56% active;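 active = inhibition above mean plus 3 SD of compounds lying within the high and low control bounds, cut at about 19% in these data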;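 note: 0% = median of test compound wells and 100% = no enzyme DMSO wells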
PLCb3 inh: inhibitors of human phospholipase C beta3; 370,000 tested, 0.18% active; Purified PLC-beta3, fluorogenic substrate, fluorescence; Q01970; AID 720704; inhibition, % at 12.2 µM; in the data active = inhibition above about 11%;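 note: 0% = median of compound wells on plate and 100% = full blocker control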
Target sequence (Q01970 whole entry, looked up): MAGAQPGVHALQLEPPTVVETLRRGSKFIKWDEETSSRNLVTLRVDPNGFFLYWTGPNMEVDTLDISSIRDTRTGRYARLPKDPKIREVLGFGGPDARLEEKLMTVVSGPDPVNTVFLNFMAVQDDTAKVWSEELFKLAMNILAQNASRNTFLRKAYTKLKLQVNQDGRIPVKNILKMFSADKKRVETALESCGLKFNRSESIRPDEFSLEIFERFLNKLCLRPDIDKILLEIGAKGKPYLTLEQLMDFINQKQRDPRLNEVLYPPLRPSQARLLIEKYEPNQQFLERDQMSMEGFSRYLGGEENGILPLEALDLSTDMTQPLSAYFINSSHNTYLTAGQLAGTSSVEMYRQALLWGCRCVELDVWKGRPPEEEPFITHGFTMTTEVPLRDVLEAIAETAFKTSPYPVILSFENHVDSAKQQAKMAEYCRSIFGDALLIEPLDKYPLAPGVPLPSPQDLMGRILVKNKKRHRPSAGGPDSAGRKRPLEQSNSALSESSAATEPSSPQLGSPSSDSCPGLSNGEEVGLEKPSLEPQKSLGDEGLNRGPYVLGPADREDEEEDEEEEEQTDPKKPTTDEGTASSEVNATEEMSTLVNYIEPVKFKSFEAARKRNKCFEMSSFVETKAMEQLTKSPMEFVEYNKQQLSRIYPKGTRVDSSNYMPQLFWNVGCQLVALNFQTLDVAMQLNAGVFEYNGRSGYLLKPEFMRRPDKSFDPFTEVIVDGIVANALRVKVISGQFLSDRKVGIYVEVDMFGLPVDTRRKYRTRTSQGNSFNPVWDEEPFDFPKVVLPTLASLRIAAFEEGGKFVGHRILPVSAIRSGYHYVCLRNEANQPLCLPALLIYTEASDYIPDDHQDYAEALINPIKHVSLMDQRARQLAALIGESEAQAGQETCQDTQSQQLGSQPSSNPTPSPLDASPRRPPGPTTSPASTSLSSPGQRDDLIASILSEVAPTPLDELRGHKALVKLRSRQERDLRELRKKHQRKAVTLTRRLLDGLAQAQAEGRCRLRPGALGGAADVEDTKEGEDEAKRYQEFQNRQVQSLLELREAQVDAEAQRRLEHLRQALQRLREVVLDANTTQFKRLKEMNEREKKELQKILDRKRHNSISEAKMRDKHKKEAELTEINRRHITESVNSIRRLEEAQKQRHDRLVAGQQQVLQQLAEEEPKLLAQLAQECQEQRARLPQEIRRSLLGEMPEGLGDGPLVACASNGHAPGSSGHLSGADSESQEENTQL
ssDAF12 agonist: activators of S. stercoralis DAF-12 nuclear receptor. HEK293 ssDAF-12/GRIP1 lit1-tk-luc reporter, luminescence; % of 3 µM dafachronic acid response. activation, % at 6.8 µM. 370,000 tested, 1% active. AID 652126;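 active = activation above the mean over all tested compounds plus 3 SD, cut at about 0.9% in these data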;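 note: 0% = DMSO-only wells and 100% = 3 µM delta7-dafachronic acid wells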
PG9 binder: binds the HIV-1 gp120 antibody PG9; TR-FRET gp120-PG9 antibody binding; inhibition, % at 6.7 µM; 360,000 tested, 0.43% active; in the data active = inhibition above about 8.5%
NR1D1 modulator: Rev-erb alpha (human) modulation; 370,000 tested, 0.79% active; P20393; Rev-erbα–FITC-DNA binding, fluorescence polarization, 90 min; activity, % at 10 µM;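 active = activity above about 14%, limit read from the data; passing the limit was not always enough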;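 note: 0% = DMSO wells with 35 nM protein and 100% = DMSO wells with 750 nM protein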
FXN GAA850 act: increases GAA850 frataxin promoter reporter activity; AID 540364; 360,000 tested, 0.56% active; activation, % at 6 µM; HEK293 lucGAA850 FXN promoter luciferase reporter, 24 h; percent of 10 µM SAHA response;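 active = activation above the average of all compounds screened plus 3 SD, cutoff fixed separately per campaign, cut at about 7.5% in these data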;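 note: 0% = DMSO wells and 100% = 10 µM SAHA wells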
hcDAF-12 act: activators of H. contortus DAF-12 nuclear receptor. HEK293 hcDAF-12 lit1-tk-luc reporter, luminescence; 0% DMSO, 100% Δ7-dafachronic acid. activation, % at 6.8 µM. 370,000 tested, 1.4% active. AID 652067;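 active = activation above the mean of all tested compounds plus 3 SD, cut at about 5.5% in these data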;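 note: 100% = response to 3 µM Δ7-dafachronic acid high control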
hgDAF12 agonist: hgDAF-12 agonism, primary luciferase screen. 370,000 tested, 1.8% active. activation, % at 6.8 µM. HEK293 GAL4-hgDAF12 UAS-luciferase reporter, agonist luminescence; normalized to butyrate control;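 active = activation above a cutoff set at the mean of all screened compounds plus 3 SD, cut at about 10% in these data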;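 note: 0% = DMSO wells and 100% = sodium butyrate wells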
An asterisk follows results filed as active; . = no result given.

SMILES | DAX1 inh-1 | DAX1 inh-2 | SMARCA2 activ | HGIII-sPLA2 inh | PLCb3 inh | ssDAF12 agonist | PG9 binder | NR1D1 modulator | FXN GAA850 act | hcDAF-12 act | hgDAF12 agonist
COc1cccc2c(=O)n(CC(=O)Nc3cccc(F)c3)ccc12 | 1.9 | 0.7 | -2 | -3 | -2 | -1.1 | 1.5 | 11 | -0.2 | -1.6 | -2.5
CCN(Cc1nc2ccccc2n1C)c1ccccc1 | -0.3 | 0.3 | 7 | 3 | -7 | 2.1* | -1.2 | -6 | 0.2 | 4.4 | 6.0
O=C(OCc1ccccc1)N1CCC2CC1c1cc(N3CCN(C(=S)NCCc4ccccc4)CC3)ccc12 (centres undefined) | . | -1.7 | 0 | -1 | 5 | -1.1 | -1.2 | -3 | . | -1.8 | 0.4
CCN1CCc2nc(SCC(=O)Nc3ccc(OC)cc3)c(C#N)cc2C1 | -0.6 | -0.6 | -1 | -8 | -38 | -0.9 | -2.3 | -3 | 0.5 | -1.0 | 0.2
Cc1c(N/C(=N/S(=O)(=O)c2ccc(Cl)cc2)c2ccccc2)c(=O)n(-c2ccccc2)n1C | . | 0.5 | -3 | 13 | 0 | -0.9 | -0.9 | 4 | . | 5.0 | 3.3
CCCCOc1ccc(OC(=O)c2cccnc2)cc1 | 0.1 | -0.9 | -1 | -2 | -1 | -0.9 | -0.7 | . | -1.3 | -0.6 | 0.3
O=C(NCc1ccc(F)cc1)C(Cc1ccccc1)NS(=O)(=O)c1cccs1 (centres undefined) | 0.8 | 0.0 | -1 | -4 | 3 | -1.6 | 0.3 | 1 | 0.2 | -2.0 | 1.1
O=C(O)c1ccccc1SCc1csc(-c2ccccc2)n1 | 0.8 | 0.2 | 3 | 1 | -6 | -0.7 | 1.0 | -1 | 0.9 | 3.0 | -0.1
Cc1cccc(-n2ccc(=O)c(C(=O)O)n2)c1 | 1.9 | 0.1 | -4 | -1 | -5 | -0.9 | -3.0 | -6 | 1.8 | 1.3 | 1.5
NC(=O)c1ncn([C@@H]2O[C@H](C(=O)N[C@H](Cc3c[nH]c4ccccc34)C(=O)NCC(=O)N3CCCCC3)[C@@H](O)[C@H]2O)n1 | . | 1.5 | 1 | -5 | 0 | -0.1 | -1.7 | -3 | . | -0.7 | 2.4
O=C(NCC(=O)N1CCCC(C(F)(F)F)C1)c1ccco1 (centres undefined) | 0.2 | 0.0 | 1 | 5 | -8 | -0.8 | 1.4 | 0 | 0.2 | -1.0 | 2.7
COc1ccc(Cc2noc(-c3ccc(OC)c(OC)c3)n2)cc1OC | -1.1 | -0.9 | -2 | -2 | 1 | -1.4 | -1.6 | -6 | 2.2 | -1.7 | -3.6
COc1ccc(Cn2c(O)c(/C=C3/C=CC=N3)c(=O)[nH]c2=O)cc1 | -1.7 | -0.3 | 0 | 4 | -5 | -1.2 | -0.6 | 0 | 3.4 | 0.1 | -3.2
O=C(O)[C@H]1CCCC[C@H]1C(=O)Nc1ccc(Nc2ccccc2)cc1 | -1.0 | -1.1 | -2 | 7 | -9 | -0.1 | -3.2 | 2 | 0.1 | -0.8 | 0.3
O=C(O)c1cccc(NC(=O)c2ccccc2)c1 | -1.3 | 1.8 | -3 | 12 | 8 | 0.4 | -1.3 | 7 | 1.3 | 2.6 | 1.9
CCOC(=O)C(CC(=O)Nc1nc(C(C)=O)c(C)s1)C(C)c1ccccc1 (centres undefined) | -1.3 | -0.1 | -2 | -3 | -4 | -1.2 | 1.5 | -5 | -0.8 | -1.7 | -0.9
O=C(CC1C(=O)NCCN1Cc1cccc(F)c1)NCCCOc1cccnc1 (centres undefined) | 1.0 | 1.1 | -2 | 3 | -9 | -1.0 | -1.5 | -2 | -0.2 | -1.8 | -1.4
Cc1nc2sccn2c(=O)c1S(=O)(=O)Nc1ccc(N2CCN(C)CC2)cc1 | -0.7 | 0.3 | -1 | 4 | -1 | -0.9 | 3.1 | 3 | -1.8 | 2.8 | -1.1
Cc1cccc(C)c1NC(=S)N/N=C1\CC2CC=CC12 (centres undefined) | -0.5 | 0.6 | 0 | 3 | 0 | -0.5 | -1.1 | -2 | -1.6 | 0.9 | 3.8
CC(=O)C[C@@H](O)CC(=O)[C@@H]1OC(=O)[C@@H](C)CCCCc2ccccc21 | 0.2 | 0.0 | -3 | 0 | 1 | -1.3 | -1.6 | -11 | -0.1 | -0.2 | 0.2
COC(=O)c1ccc(Oc2cc(C)nc(NCc3ccccc3)n2)cc1 | -0.2 | -0.3 | 1 | 2 | 6 | -0.6 | -1.7 | 0 | -0.7 | -0.2 | -1.5
Cc1ccc(S(=O)(=O)c2nnn(-c3cccc(F)c3)c2N)cc1 | -0.4 | -0.9 | -4 | -1 | -9 | -2.0 | 0.9 | 2 | -0.3 | -0.1 | -0.4
COc1ccccc1C(=O)NC(=O)COC(=O)c1oc2ccccc2c1C | 0.8 | 0.0 | 0 | 3 | -8 | -1.0 | -5.4 | -4 | 0.0 | -1.0 | 2.8
CC(=O)c1c(C)[nH]c(C(=O)COC(=O)c2ccc(C)s2)c1C | -0.9 | -0.7 | 2 | -3 | 1 | -1.2 | -21 | 2 | 3.5 | -1.8 | 5.5
COCCCNC(=O)CC1Oc2ccccc2NC1=O (centres undefined) | -0.2 | -0.2 | -1 | -2 | 2 | -1.1 | -0.2 | -1 | -0.2 | 0.2 | -3.4

Brought forward from above: two entries, then new ones.
SMILES | DAX1 inh-1 | DAX1 inh-2 | SMARCA2 activ | HGIII-sPLA2 inh | PLCb3 inh | ssDAF12 agonist | PG9 binder | NR1D1 modulator | FXN GAA850 act | hcDAF-12 act | hgDAF12 agonist
CC(=O)c1c(C)[nH]c(C(=O)COC(=O)c2ccc(C)s2)c1C | -0.9 | -0.7 | 2 | -3 | 1 | -1.2 | -21 | 2 | 3.5 | -1.8 | 5.5
COCCCNC(=O)CC1Oc2ccccc2NC1=O (centres undefined) | -0.2 | -0.2 | -1 | -2 | 2 | -1.1 | -0.2 | -1 | -0.2 | 0.2 | -3.4
CN(/N=C/c1ccc(N(C)C)cc1)C1=NS(=O)(=O)c2ccccc21 | 1.0 | 0.0 | -3 | 5 | -11 | -1.8 | 4.2 | 5 | -2.6 | -2.1 | -1.2
O=C(O)C1CC=CCC1C(=O)NCc1cn2ccccc2n1 (centres undefined) | -0.2 | -0.4 | 0 | 2 | -12 | 1.1* | -1.1 | -3 | -0.1 | 0.3 | 1.1
O=C(N/N=C/c1ccncc1)c1ccc(-n2cccc2)cc1 | -0.1 | 0.6 | 4 | -1 | 0 | -1.3 | -1.3 | -6 | -1.4 | 0.4 | -1.6
CN(Cc1ccccc1)C(=O)c1cccc(NC(=O)Cc2ccc(NC(=O)C3CCN(C(=O)CCc4ccccc4)CC3)cc2)c1 | -4.7 | -6.0 | -2 | -36 | -3 | -2.3 | -1.2 | 1 | -0.9 | -4.3 | -9.6
O=C(COC(=O)c1cc(S(=O)(=O)N2CCCC2)ccc1O)Nc1ccc(SC(F)F)cc1 | -0.1 | -3.1 | -4 | -25 | -19 | -1.3 | -2.4 | -5 | -1.8 | 0.0 | 0.4
COc1cc(/C=C/C(=O)OCC(=O)NCC(=O)Nc2cccc(C)c2C)ccc1OC(F)F | -0.4 | -1.8 | -1 | 5 | -2 | -1.1 | -0.8 | 3 | -1.4 | -0.7 | -1.9
CCn1nnnc1-c1ccc(OC)c(S(=O)(=O)Nc2ccc(S(N)(=O)=O)cc2)c1 | 2.5 | 0.5 | 4 | 2 | -4 | -1.1 | -1.8 | 0 | 0.2 | 0.1 | 0.5
O=C(N/N=C/c1ccc(N2CCOCC2)o1)c1ccccc1[N+](=O)[O-] | -0.4 | 0.1 | 0 | -4 | 2 | -1.3 | -4.1 | 3 | 0.9 | -1.6 | -2.0
Cc1ccccc1CN1C(=O)c2ccccc2Sc2ccc(C(=O)O)cc21 | 0.6 | -0.6 | -1 | -25 | -2 | -1.7 | -1.4 | 2 | 0.5 | 0.8 | 3.5
CS/C(=N\S(=O)(=O)c1cccs1)Nc1ccc(F)cc1 | -0.4 | 0.8 | 0 | -2 | -1 | -1.1 | -1.0 | -2 | 3.8 | 2.1 | -2.9
O=C(Nc1ccc(N2CCOCC2)cc1)c1ccccc1SCC(=O)N1CCCC1 | 0.1 | -0.1 | -3 | 2 | -1 | -1.6 | -1.0 | -7 | 0.0 | -0.1 | -2.5
CCCCN1CC(COCc2ccccc2)Oc2cccc(Oc3ccc(C)cc3)c2S1(=O)=O (centres undefined) | -0.1 | -0.5 | -5 | 3 | 0 | -1.1 | -2.9 | 2 | -0.5 | 0.0 | 1.6
COc1ccccc1OCc1nc(C#N)c(N2CCC(C(N)=O)CC2)o1 | 0.1 | -0.1 | 5 | 3 | 5 | -0.8 | -0.9 | -1 | -0.1 | -1.2 | -1.2
Cc1cc(Cl)cc(C)c1OCCOCCNCc1ccccc1 | -1.2 | -0.1 | 3 | -4 | -3 | -0.9 | 1.1 | -2 | 1.3 | -0.4 | 1.4
CCc1noc(C)c1C(=O)OCC(=O)Nc1nc(-c2ccc(F)c(F)c2)cs1 | -0.5 | -0.4 | -2 | 6 | -9 | -1.3 | 2.6 | 2 | 1.0 | 0.2 | -1.9
Cc1ccc(-n2c(=O)c3sccc3n(CC(=O)NCc3ccco3)c2=O)cc1 | -0.2 | -0.8 | 2 | -3 | 1 | -1.1 | -2.4 | -2 | -1.4 | -1.7 | -0.6
COCCCNCCCCOc1c(Cl)cc(C)cc1Br | 0.7 | 0.1 | 0 | 3 | 6 | -0.7 | 0.1 | 1 | -0.2 | 0.0 | 5.4
O=C1CCCCCN1C(=O)c1ccc(C(=O)N2CCCCCC2=O)cc1 | 0.3 | 0.0 | 2 | 13 | -1 | -0.6 | -0.4 | 7 | 0.7 | -0.4 | 4.1
CC(C)n1c(C(=O)OCC(=O)NCc2ccc3c(c2)OCO3)cc2sccc21 | -0.1 | 1.2 | -4 | -1 | -5 | -0.9 | 0.5 | 4 | -0.2 | -3.8 | -0.2
CC(=O)Nc1cccc(/C(C)=N/NC(=O)c2cccs2)c1 | 3.9 | 1.7 | 4 | 18 | -3 | 0.1 | -0.5 | -6 | 6.4 | 6.7* | 18*
CCOC(=O)C1=C(C)OC(N)=C(C#N)C1c1ccc(OC)c(CSc2ccccn2)c1 (centres undefined) | -0.4 | 0.1 | -2 | -25 | -49 | -1.1 | -2.7 | -1 | 2.0 | 0.2 | 1.5
COc1ccccc1CNC(=O)c1cc(C(C)=O)c[nH]1 | -1.5 | -0.4 | 1 | 12 | -6 | -1.1 | -0.3 | 13 | 4.2 | 1.5 | -4.0
O=C(O)c1ccc2c(c1)c1c3n2CCNC3CCC1 (centres undefined) | 0.1 | -0.3 | -1 | -7 | -123 | -1.1 | 0.8 | 0 | 0.2 | -1.0 | 4.3
COc1ccc(OC)c(-c2cc(C(=O)N/N=C/c3cc(OC)c(OC)cc3OC)c3ccccc3n2)c1 | 0.7 | 0.2 | -2 | -1 | -10 | -1.1 | -1.6 | 12 | 1.5 | -0.6 | 0.8
CC(=O)Nc1ccc(NC(=O)c2ccc3c(c2)CCN3S(C)(=O)=O)cc1 | 2.3 | -0.2 | 1 | 2 | -2 | -0.3 | -0.8 | -1 | 2.3 | 0.5 | 0.6
CC(C(=O)N1CCN(Cc2ccc3c(c2)OCO3)CC1)n1cc([N+](=O)[O-])cn1 (centres undefined) | -0.9 | -0.6 | 0 | -3 | 2 | -1.4 | -2.5 | -4 | 0.0 | -1.6 | -1.9

Compound activity from PubChem.
